# mIAP activ: activators of mouse IAP, primary screen, biochemical, luminescence, uHTS; intestinal alkaline phosphatase [Mus musculus]; muIAP, CDP-Star luminescence, 30 min; stronger effect = higher value; 1 = vehicle-only enzyme signal, 0 = enzyme-free wells; activation factor at 10 µM; hit rate 0.24% among 330,000; AID 2805, 2010;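 active means activation factor of at least 2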; further: the source names both 10 and 20 µM as test concentration; values of inactives mirror those of a sister screen read the other way
#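 Assay system: mouse IAP enzyme; reagent: chemiluminescent substrate CDP-Star; dosing: test compounds delivered from DMSO solution; schedule: 30 min at room temperature; measured by: luminescence from enzymatic CDP-Star hydrolysis; controls: DMSO-only wells and no-enzyme negative control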
# beta cell repl: inducers of MIN6 beta-cell proliferation, primary screen, ATP luminescence, uHTS; proliferation, % at 10 µM; hit rate 0.29% among 330,000; AID 2380, 2010; MIN6 cells proliferation, ATPlite luminescence, 48 h; cells starved in 0.2% serum; 100% = growth in 10% serum;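 active means compounds whose signal lies at least 3.5 SD above the mean of all wells on their plate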;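 further: 0% = DMSO-treated cells in low-serum medium and 100% = 10% serum control; some compounds called inactive have numbers as strong as hits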
# mIAP block: inhibitors of mouse IAP, primary screen, biochemical, luminescence, uHTS. intestinal alkaline phosphatase [Mus musculus]. purified mouse IAP, CDP-Star luminescence, 30 min. inhibition, % at 10 µM. hit rate 0.2% among 330,000. AID 2806, 2010;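 active means inhibition of at least 40% at 10 µM in the primary screen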;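 further: plate controls were DMSO with enzyme for no effect and no enzyme wells for full effect; values of inactives mirror those of a sister screen read the other way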
# ATG4B inhibitor: ATG4B protease inhibitors, primary screen, biochemical, fluorescence, uHTS | hit rate 0.51% among 340,000 | Cysteine protease ATG4B (Homo sapiens), Q9Y4P1 | inhibition, % at 8.33 µM | AID 504462, 2011 | ATG4B cleavage of LC3-PLA2, NBD-HPC fluorescence, 1 h; in the data active means inhibition above about 40%
# Target sequence (Q9Y4P1 whole entry, looked up): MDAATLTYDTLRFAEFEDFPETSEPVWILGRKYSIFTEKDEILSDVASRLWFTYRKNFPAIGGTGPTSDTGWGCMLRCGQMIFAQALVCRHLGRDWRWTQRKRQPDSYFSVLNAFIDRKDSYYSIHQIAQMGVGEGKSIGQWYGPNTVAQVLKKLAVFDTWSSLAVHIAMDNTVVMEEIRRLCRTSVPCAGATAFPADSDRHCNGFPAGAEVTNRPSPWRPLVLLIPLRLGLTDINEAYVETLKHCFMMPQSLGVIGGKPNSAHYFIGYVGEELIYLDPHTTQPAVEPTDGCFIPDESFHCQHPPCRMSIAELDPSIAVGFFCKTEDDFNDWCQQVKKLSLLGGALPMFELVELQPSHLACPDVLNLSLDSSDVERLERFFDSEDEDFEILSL
# A3A deaminase: APOBEC3A ssDNA deaminase inhibitors, primary screen, selectivity assay for APOBEC3G inhibitor project, biochemical, FAM/TAMRA oligo cleavage fluorescence; hit rate 0.41% among 330,000; inhibition, % at 20 µM; recombinant A3A, FAM/TAMRA ssDNA deamination fluorescence;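 active means at least 40% inhibition at 20 µM here, with at most 30% in a related deaminase screen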;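 further: plate controls were A3A with DMSO for no effect and wells lacking A3A enzyme for full effect; some results filed as inactive read as strong as hits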
# Target sequence (P31941 whole entry, looked up): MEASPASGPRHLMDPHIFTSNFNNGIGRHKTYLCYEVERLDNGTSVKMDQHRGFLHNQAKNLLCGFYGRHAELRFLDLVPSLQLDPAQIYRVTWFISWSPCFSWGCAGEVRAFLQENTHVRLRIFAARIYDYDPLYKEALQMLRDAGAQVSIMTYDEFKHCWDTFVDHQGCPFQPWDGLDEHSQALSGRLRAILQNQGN
# hIAP act: human IAP activators, primary screen, biochemical, luminescence, uHTS. Intestinal-type alkaline phosphatase (Homo sapiens), P09923. purified human IAP, CDP-Star luminescence, 30 min; stronger effect = higher value; 1 = vehicle-only enzyme, 0 = enzyme-free background. activation factor at 10 µM. hit rate 0.16% among 330,000. AID 2524, 2010;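 active means activation factor of the enzyme at least 2-fold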; further: the source names both 10 and 20 µM as test concentration; values of inactives mirror those of a sister screen read the other way
# A3G deaminase: APOBEC3G DNA deaminase inhibitors, primary screen, biochemical, fluorescence, single-stranded DNA substrate, uHTS; DNA dC->dU-editing enzyme APOBEC-3G (Homo sapiens), Q9HC16; recombinant A3G, ssDNA deamination FAM/TAMRA fluorescence; inhibition, % at 20 µM; hit rate 0.28% among 330,000;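 active means inhibition of at least 40% at 20 µM, with no more than 30% in the related APOBEC3A deaminase screen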;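 further: plate controls were DMSO wells with A3G for no effect and wells lacking A3G enzyme for full effect; some compounds called inactive have numbers as strong as hits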
# Target sequence (Q9HC16 whole entry, looked up): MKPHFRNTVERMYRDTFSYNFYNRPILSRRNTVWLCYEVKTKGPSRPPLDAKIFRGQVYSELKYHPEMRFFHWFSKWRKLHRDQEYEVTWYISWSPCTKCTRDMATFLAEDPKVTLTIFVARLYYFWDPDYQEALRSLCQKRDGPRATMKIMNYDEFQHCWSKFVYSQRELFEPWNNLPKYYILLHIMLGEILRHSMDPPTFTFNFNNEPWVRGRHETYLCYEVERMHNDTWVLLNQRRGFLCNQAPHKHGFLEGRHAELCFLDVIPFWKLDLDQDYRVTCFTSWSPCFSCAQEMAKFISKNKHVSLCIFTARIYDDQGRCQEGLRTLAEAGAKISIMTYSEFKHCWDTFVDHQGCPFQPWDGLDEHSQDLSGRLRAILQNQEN
# hIAP inh: human IAP inhibitors, primary screen, biochemical, luminescence, uHTS; purified IAP, CDP-Star luminescence, 30 min; inhibition, % at 10 µM; hit rate 0.12% among 330,000; AID 2544, 2010;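 active means inhibition reaching a set limit with compound at 10 µM in the primary screen, cut at about 35% in these data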;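 further: plate controls were DMSO wells with enzyme for no effect and no-enzyme buffer wells for full effect; values of inactives mirror those of a sister screen read the other way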
# MPTP inh: mitochondrial permeability transition pore inhibitors, primary screen, biochemical, isolated mouse mitochondria, absorbance; Ca2+ swelling absorbance, 30 min; inhibition, % at 10 µM; hit rate 1.4% among 360,000;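 active means inhibition of 50% or more, scaled per plate between neutral and stimulator controls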;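 further: 0% = DMSO wells given calcium and 100% = 1 mM EGTA wells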
# An asterisk follows results filed as active; · = not tested or not shown; & = joins results of further samples.
SMILES,mIAP activ,beta cell repl,mIAP block,ATG4B inhibitor,A3A deaminase,hIAP act,A3G deaminase,hIAP inh,MPTP inh
COc1ccc(OC)c(/C=N\NC(=O)c2c(C)nc3cc(C)ccn23)c1,0.98,-1,2,-5,-5,0.9,-6,10,0.6
CCc1ccc(N(CC(=O)NC2CCCCC2)S(=O)(=O)c2c(C)noc2C)cc1,1.2,-1,-20,-8,1,0.91,-1,9,-0.7
COc1cccc(C(=O)NCC2CCCN2S(=O)(=O)c2ccccc2)c1 (stereo not given),0.98,2,2,-4,-2,1.1,-11,-6,-0.4
CC1=C(C(=O)N2CCOCC2)C(c2c(F)cccc2F)NC(=O)N1 (stereo not given),0.94,2,6,3,-5,0.93,-10,7,-1.0
O=Cc1ccccc1Oc1nc(N2CCOCC2)nc(N2CCOCC2)n1,0.94,2,6,-3,-1,1.1,-2,-5,2.0
CN1C(=O)N(CC(=O)Nc2cccc(S(=O)(=O)N(C)c3ccccc3)c2)C(=O)C12CCCCC2,1.1,-4,-9,-8,2,1.2,-6,-16,-0.7
O=C(N/N=C/c1ccco1)c1cc(-c2ccncc2)nc2ccccc12,0.9,-3,10,-12,6,1.2,-4,-21,-1.8
CCCCN=CC1=C(O)CC(c2ccccc2)CC1=O (stereo not given),1.2,1,-16,-6,3,1,-11,-1,1.9
CCC(=O)c1ccc(OCC(O)CNC2CCCC2)cc1 (stereo not given),0.98,-3,2,-3,-2,1.1,-1,-9,-0.4
CCN(CC)CCNc1nc(SC)nc2sc3c(c12)CCN(C)C3,1,-4,0,-1,2,0.99,-3,1,-0.9
O=C(CN1CCCCC1)Nc1cccc(Cl)c1Cl,0.97,-1,3,0,0,0.94,-4,6,-0.8
[O-]C1=N/[N+](=C/c2ccccc2)CC1,1,0,0,-3,5,0.93,0,7,-1.4
Nc1nc(N)nc(-c2cc(O)ccc2O)n1,0.92,3,8,-4,-6,0.95,-7,5,0.2
COc1ccc(OC)c2c1sc(=NC(=O)C(C)(C)C)n2C,1,1,-3,-6,-3,0.92,-14,8,0.6
O=C(CN1CCN(c2ccccc2)CC1)Nc1ccc(-n2cnnn2)cc1,1,-2,-3,4,4,0.94,2,6,0.5
COC(=O)c1sc(NC(C)=O)c(C(=O)OC)c1C,0.91,2,9,-5,-4,0.89,-5,11,14
c1ccc(OCCN2CCN(Cc3nc(-c4ccc5c(c4)OCO5)no3)CC2)cc1,0.96,-1,4,7,-1,1.1,-5,-9,-0.2
Cc1sc2ncnc(N3CCN(S(=O)(=O)c4ccc(F)cc4)CC3)c2c1C,1,-3,-2,-2,-2,1,-1,-4,56*
COCCNc1nnc(Cc2ccc(Cl)cc2)c(=O)[nH]1,0.95,0,5,-6,-4,0.9,-7,10,-2.2
CCOc1ccccc1CN1CCCC(C(=O)Nc2cccc(-n3cccn3)c2)C1 (stereo not given),1.1,-7,-9,3,0,1.1,-9,-7,58*
COc1ccc(-n2nc(C(=O)NCC(=O)NCc3ccc(F)cc3)c3ccccc3c2=O)cc1OC,0.93,-1,7,-18,-5,1.1,-10,-6,-1.9
Cc1cc(C(=O)NNC(=O)c2cccs2)c(C)o1,1.1,-4,-5,9,2,1.1,-4,-8,-0.7
O=C(NNC(=S)Nc1cccc(Cl)c1)c1ccccc1,0.9,6,10,2,-6,1.6,-7,-62,2.2
CC(C)(C)c1cc(N)n2nc(C(C)(C)C)cc2n1,1,-2,0,-2,3,1.1,-3,-13,-0.7
Cc1ccc(-n2c(C)cc(/C=N/NC(N)=S)c2C)cc1,0.98,0,2,-2,-3,1.1,-8,-7,0.9
COc1cccc(CN2CCN(Cc3cccc(Oc4ccccc4)c3)CC2)c1OC,0.97,-4,3,-4,-2,0.98,-7,2,3.1
Cc1ccc(OCc2nc(-c3cccs3)no2)c([N+](=O)[O-])c1,0.95,-5,5,4,1,1.1,-1,-8,-1.4
Cc1cccc(C)c1NC(=O)c1ccc([N+](=O)[O-])s1,0.94,-3,6,-4,2,0.94,-1,6,2.0
CCn1ncc(C(=O)Nc2ccc([N+](=O)[O-])cc2OC)c1C,1,-3,-4,-4,1,1.2,1,-16,2.8
Cc1ccc(S(=O)(=O)CC(=O)Nc2ccc(S(=O)(=O)Nc3ccccn3)cc2)cc1,0.79,4,21,4,-3,1.2,-11,-18,-0.7
N#Cc1c(NC(=O)CN2CCCCC2)sc2c1CCC2,0.98,-3,2,-3,5,1.2,-2,-19,0.5
Cc1cc[n+](CC2OCc3ccccc3CO2)cc1,1.2,1,-16,-4,0,1.1,-4,-7,-1.7
O=C(CSc1nnc(COc2ccccc2)n1Cc1ccco1)Nc1ccc2c(c1)OCCO2,0.89,-3,11,-3,0,0.87,-7,13,0.5
CCOC(=O)C1CCCN(C(=O)Cn2nc(CC)n3c(cc4sccc43)c2=O)C1 (stereo not given),0.89,-2,11,2,-2,1.1,-2,-11,-1.5
Cn1c(SCC(=O)C(C)(C)C)nnc1-c1ccncc1,0.99,0,1,13,2,1,-4,-5,0.7
CN(C(=O)CSc1nnc(Nc2ccccc2)s1)c1c(N)n(Cc2ccccc2)c(=O)[nH]c1=O,1.1,-2,-7,-2,-2,0.87,-6,13,-1.3
O=C(NCc1ccccc1C(F)(F)F)c1cccc2c1C(=O)c1ccc(N3CCCCC3)cc1S2(=O)=O,0.9,-2,10,-4,-1,1,-8,-1,4.0
COC(=O)c1ccccc1NC(=O)C1CC(=O)N(c2ccc(C)c(C)c2)C1 (stereo not given),0.96,-2,4,0,-6,0.99,-7,1,-0.1
COc1nc(NCc2cccnc2)nc(OC)n1,0.92,-1,8,2,-1,0.95,-3,5,-1.4
N#Cc1c(N)sc(=S)c2c1CCN(Cc1ccccc1)C2,0.79,-4,21,·,-2,0.9,53*,10,·
Cc1ccc(SCCC(=O)NCc2ccncc2)cc1,0.99,-3,1,2,-1,0.88,-5,12,1.5
Cc1cc(C)cc(N(C(C)C(=O)NCc2ccc3c(c2)OCO3)S(C)(=O)=O)c1 (stereo not given),1.1,1,-8,-4,4,1.1,-3,-7,-0.9
Cc1ccc(-n2c(-c3ccncc3)n[nH]c2=S)c(C)c1,0.91,-4,9,-4,-4,0.99,26,1,0.4
O=c1[nH]cnc2scc(-c3ccccc3)c12,0.98,-4,2,6,-1,0.99,0,1,-0.6
Cc1ccccc1OCCn1cc(/C(N)=N/O)c2ccccc21,0.96,-4,4,-4,2,1.1,1,-5,2.9
CCOc1cc(C(=O)NCc2ccc(F)cc2)ccc1OCC(=O)N1CCCCC1,1.1,-4,-5,1,-5,0.79,-4,22,0.6
CCCCOC(=O)c1ccc(N2C(=O)CC(N3CCN(C/C=C/c4ccccc4)CC3)C2=O)cc1 (stereo not given),0.98,1,2,-15,9,1,-2,-2,-0.7
CN(Cc1cnc2nc(N)nc(N)c2n1)c1ccc(C(=O)N[C@@H](CCC(=O)O)C(=O)O)cc1,0.99,-2,6,-4&4,-3&3,0.94,-10&1,3,1.1&-0.6
CCC1CCCCN1C(=O)c1ccc([N+](=O)[O-])o1 (stereo not given),0.99,7,1,-1,3,1,-4,-2,-2.0
O=C1c2ccccc2NC(c2ccccc2)N1/N=C/c1ccccc1 (stereo not given),1.1,-3,-12,10,0,1.2,-4,-18,1.4
COc1cc(OC)c(S(=O)(=O)NCc2ccco2)cc1S(=O)(=O)NCc1ccco1,1,2,-1,-9,-2,1.1,-3,-10,-0.4
COc1ccc(-c2cc(-c3cccs3)c(C#N)c(SCC(=O)NCc3ccccc3)n2)cc1,0.98,0,2,-10,-4,0.74,-4,26,-0.5
N#Cc1cc2nc(O)c(O)nc2cc1[N+](=O)[O-],0.94,-3,6,10,4,1.1,2,-15,-0.2
CCOc1ccc(S(=O)(=O)N/N=C(\C)c2ccc(OC)cc2OC)cc1,1,0,-2,-1,-1,1,-1,-4,2.1
Cc1cccc(C)c1NC(=O)C1(NC(=O)Cn2cccc([N+](=O)[O-])c2=O)CCCCC1,1,1,-1,5,2,0.98,-1,2,-0.7
CCCn1c(SCC(=O)N2CCCCC2)nnc1C(C)C,1,-1,-1,-2,-5,1,-6,-2,0.4
CCN1CCN(C(c2cccnc2)c2c(NC(=O)c3ccco3)sc(C)c2C)CC1 (stereo not given),0.97,-1,3,-6,-7,0.98,-8,2,-1.9
O=C(NCCCn1ccnc1)/C(=C/c1cccs1)NC(=O)c1ccco1,1,-3,-4,-12,-3,1.2,7,-17,-0.1
O=S(=O)(c1ccc(Cl)cc1)N1CCN(C(=S)Nc2ccccc2F)CC1,0.96,-4,4,-36,1,1.1,-7,-7,-5.6
Fc1ccc(Nc2nc(N3CCOCC3)c3ccccc3n2)cc1,1,-3,-2,-9,-1,1.2,-5,-18,0.9
# Other records follow.
SMILES,mIAP activ,beta cell repl,mIAP block,ATG4B inhibitor,A3A deaminase,hIAP act,A3G deaminase,hIAP inh,MPTP inh
CCN1CCN(c2ccc(S(=O)(=O)N3CCCCC3)cc2NC(=O)/C=C/c2ccc([N+](=O)[O-])cc2)CC1,1,-8,-1,-7,40*,1.1,12,-7,-0.7
COc1nc(Oc2ccc(=O)n(C)n2)nc(N(C)C)n1,1.1,-2,-10,0,3,1.1,-6,-6,-2.8
CCOC(=O)C1=C(C)NC(SCC(N)=O)=C(C#N)C1c1cccs1 (stereo not given),0.9,-3,10,7,-1,0.94,-6,6,-3.0
CCOC(=O)Cc1nc(-c2cccc(C(F)(F)F)c2)no1,1,-3,-3,-4,2,1.1,-2,-10,-2.1
Cc1cc(C)nc(N2C(=O)CC(C(=O)O)NC2=NCCc2c[nH]c3ccccc23)n1 (stereo not given),0.95,-1,5,1,1,1.2,2,-21,0.5
O=C(Nc1ccc(S(=O)(=O)NC2=NCCCCC2)cc1)c1cccc(S(=O)(=O)N2CCOCC2)c1,1.1,-2,-6,-6,2,1.2,-1,-16,0.5
O=C(Nc1ccc2c(c1)OCO2)NC1CCN(Cc2ccccc2)CC1,1.1,-2,-14,-1,-8,1.2,-6,-21,0.6
CSCCC(NC(=O)c1ccccc1Cl)C(=O)Nc1cccc(S(=O)(=O)N2CCCC2)c1 (stereo not given),1.1,2,-5,-5,-2,1,-7,-2,-1.5
CN(C)C=NC(=O)c1cc(C(=O)c2ccccc2)c[nH]1,0.97,-1,3,0,-4,1,-6,-4,-1.8
CCCSc1nnc(NC(=O)Nc2ccc(C)cc2)s1,0.9,-3,10,-5,0,1.1,-1,-10,60*
COc1ccc(CCC(=O)Nc2ccc(Cl)c(S(=O)(=O)N3CCCC3)c2)cc1,1.2,-5,-19,-1,5,0.96,0,4,96*
Brc1ccc(-c2nnc(-c3ccco3)o2)cc1,0.99,1,1,-4,-2,1.1,-7,-6,-0.9
